# AID1053144: Wnt/beta-catenin signaling activators, dose response, cell-based, iPS-derived NPC, luciferase, Wnt3a, cherry-pick (AID 1053144). NPC TCF/LEF luciferase reporter, Wnt3a EC25, 24 h. activation, % at the top dose, mostly 26 µM; hits show AC30 in µM. 4.8% of 3,400 active;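 active = fitted curve reaches 30% activation at a concentration no higher than the top valid tested dose, luminescence rising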;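 also: wnt3a stimulus is conditioned medium from Wnt3a-transfected mouse L cells at 5% in well; 0% = neutral control wells and 100% = CHIR-99021 positive control wells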
# * marks the source's active call; other numbers are inactive results. A portion of the library (hit frequency here may not be typical).
SMILES,AID1053144
COc1ccc(CC2(CCc3ccncc3)C(=O)NC(=O)NC2=O)cc1OC,6.6%
CCCCn1c(O)c(C(C)=NCc2ccco2)c(=O)[nH]c1=O,3.5%
Cc1ccc(OCCOc2cccc(C=C3C(=O)NC(=O)NC3=O)c2)cc1,1.8%
CN(C)C(=O)Oc1c(Cl)cc(Cl)c2cccnc12,8.7%
Cc1cc(N=Nc2ccccc2C)ccc1N,7.8%

# Taken from above.
# CN(C)C(=O)Oc1c(Cl)cc(Cl)c2cccnc12 | AID1053144: 8.7%
# Cc1cc(N=Nc2ccccc2C)ccc1N | AID1053144: 7.8%

# Some of these compounds in order of heavy-atom count, rising.
SMILES,AID1053144
CN(C)C(=O)Oc1c(Cl)cc(Cl)c2cccnc12,8.7%
Cc1ccc(OCCOc2cccc(C=C3C(=O)NC(=O)NC3=O)c2)cc1,1.8%
COc1ccc(CC2(CCc3ccncc3)C(=O)NC(=O)NC2=O)cc1OC,6.6%

# High-throughput results as filed in PubChem BioAssay.
